NCOA3 inh: SRC3 coactivator transcriptional activity inhibitors, primary screen, cell-based, luminescence; inhibition, % at 3.6 µM; Nuclear receptor coactivator 3 (Homo sapiens), Q9Y6Q9; HEK293 GAL4-SRC3 luciferase reporter; 0.17% of 360,000 active;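 active = inhibition above a per-campaign cutoff, the mean of all compounds plus 3 SD, cut at about 60% in these data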;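 also: 0% = DMSO-treated cells and 100% = gossypol-treated cells at 36 µM; higher means less SRC3-driven luciferase light from the GAL4 reporter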
TLR9-MyD88 inh: inhibitors of TLR9-MyD88 association in cells, primary screen, cell-based, CHO, BLA complementation, fluorescence; AID 504734, 2011; inhibition, % at 4.98 µM; 0.21% of 340,000 active; CCF4 FRET ratio; Toll-like receptor 9 (Homo sapiens) + Myeloid differentiation primary response protein …;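 active = inhibition above the mean over all tested compounds plus 3 SD, cut at about 21% in these data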;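 also: 0% = DMSO only wells and 100% = clavulanate BLA inhibitor control wells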
LMP1 NFkB inh: EBV LMP1-driven NF-kappaB luciferase reporter inhibitors, primary screen, cell-based, luminescence, single point. LMP1-induced NF-kappaB luciferase reporter cells. inhibition, % at 12.5 µM. 0.69% of 350,000 active. AID 504558, 2011; in the data active = inhibition above about 41%;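 also: 0% = neutral control wells and 100% = reference inhibitor control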
MC4R antag cAMP: MC4R antagonists of cAMP signaling, primary screen, cell-based, TR-FRET, antagonist arm of biased-ligand search; Melanocortin receptor 4 (Homo sapiens), P32245; MC4R-expressing cells, MTII-stimulated cAMP, LANCE TR-FRET; inhibition, % at 6.5 µM; 0.48% of 360,000 active;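 active = inhibition above its plate's cutoff, the mean of tested wells on that plate plus 3 SD, cut at about 29% in these data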;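 also: 0% = Melanotan II alone and 100% = Melanotan II plus saturating MCL0020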
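system = U2OS cells with stable human MC4R expression | also added = Melanotan II challenge after compound preincubation | dosing = one concentration, 6.5 µM nominal | incubation = compound 30 min, challenge 1 h, detection 1 h | measured by = TR-FRET with Eu-cAMP and labeled anti-cAMP, 671 nm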
COUP-TFII inh: NR2F2 transcriptional activity inhibitors, primary screen, cell-based, luciferase reporter, HEK293T, luminescence | 0.7% of 370,000 active | AID 686940, 2013 | COUP transcription factor 2 (Homo sapiens), P24468 | HEK293T NGFI-A luciferase reporter | inhibition, % at 8.6 µM;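 active = inhibition above a per-plate cutoff, mean inhibition of test wells between control levels plus 3 SD, cut at about 38% in these data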;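 also: cells cotransfected with COUP-TFII expression vector driving the NGFI-A reporter; 0% = median of COUP-TF2 test wells and 100% = reporter-only cells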
Target sequence (P24468 whole entry, looked up): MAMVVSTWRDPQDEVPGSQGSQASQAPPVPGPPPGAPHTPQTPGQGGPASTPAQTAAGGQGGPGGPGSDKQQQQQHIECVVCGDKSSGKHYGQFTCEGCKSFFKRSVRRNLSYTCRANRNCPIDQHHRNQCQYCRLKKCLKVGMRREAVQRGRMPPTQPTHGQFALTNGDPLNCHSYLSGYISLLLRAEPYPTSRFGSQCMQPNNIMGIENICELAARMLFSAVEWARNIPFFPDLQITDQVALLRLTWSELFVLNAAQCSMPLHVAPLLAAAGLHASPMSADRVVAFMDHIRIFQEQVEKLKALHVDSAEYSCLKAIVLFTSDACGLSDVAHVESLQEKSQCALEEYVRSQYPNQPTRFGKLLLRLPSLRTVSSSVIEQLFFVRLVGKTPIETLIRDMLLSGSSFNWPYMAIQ
MC4R barr agon: MC4R agonists recruiting beta-arrestin, primary screen, cell-based, luminescence, agonist arm of biased-ligand search | Melanocortin receptor 4 (Homo sapiens), P32245 | U2OS MC4R beta-arrestin complementation; percent of melanotan II response, DMSO zero | activation, % at 8.9 µM | 0.98% of 360,000 active | AID 540308, 2011;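 active = activation above a per-plate cutoff, the mean activation of sample wells on that plate plus 3 SD, cut at about 8% in these data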
SRC1 inh: SRC1 coactivator transcriptional activity inhibitors, primary screen, cell-based, luminescence; Nuclear receptor coactivator 1 (Homo sapiens), Q15788; HEK293 GAL4-SRC1 luciferase reporter; inhibition, % at 3.6 µM; 0.12% of 360,000 active; AID 588354, 2011;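 active = inhibition above the campaign mean plus 3 SD, with each screening campaign given its own cutoff, cut at about 60% in these data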;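 also: 0% = DMSO treated cells and 100% = gossypol at 36 µM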
NCOA2 inhibitor: inhibition of GAL4-SRC2 driven luciferase reporter, primary screen, SRC2 inhibitor project, cell-based, luminescence. Nuclear receptor coactivator 2 (Homo sapiens), Q15596. HEK293 GAL4-SRC2 luciferase reporter. inhibition, % at 9 µM. 0.17% of 370,000 active. AID 651957, 2012;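 active = inhibition above the mean inhibition of all tested compounds plus 3 SD, set per campaign, cut at about 52% in these data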;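 also: 0% = DMSO treated cells and 100% = cells given Gossypol at 36 µM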
NOD2 RIPK2 PPI: NOD2-RIPK2 binding disruptors in cells, primary screen, fluorescence, CHO cells, BLA complementation; inhibition, % at 4.98 µM; CCF4 ratio; Receptor-interacting serine/threonine-protein kinase 2 (Homo sapiens), O43353; 0.38% of 360,000 active; in the data active = inhibition above about 21%;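 also: 0% = vehicle only and 100% = reference blocker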
Target sequence (O43353 whole entry, looked up): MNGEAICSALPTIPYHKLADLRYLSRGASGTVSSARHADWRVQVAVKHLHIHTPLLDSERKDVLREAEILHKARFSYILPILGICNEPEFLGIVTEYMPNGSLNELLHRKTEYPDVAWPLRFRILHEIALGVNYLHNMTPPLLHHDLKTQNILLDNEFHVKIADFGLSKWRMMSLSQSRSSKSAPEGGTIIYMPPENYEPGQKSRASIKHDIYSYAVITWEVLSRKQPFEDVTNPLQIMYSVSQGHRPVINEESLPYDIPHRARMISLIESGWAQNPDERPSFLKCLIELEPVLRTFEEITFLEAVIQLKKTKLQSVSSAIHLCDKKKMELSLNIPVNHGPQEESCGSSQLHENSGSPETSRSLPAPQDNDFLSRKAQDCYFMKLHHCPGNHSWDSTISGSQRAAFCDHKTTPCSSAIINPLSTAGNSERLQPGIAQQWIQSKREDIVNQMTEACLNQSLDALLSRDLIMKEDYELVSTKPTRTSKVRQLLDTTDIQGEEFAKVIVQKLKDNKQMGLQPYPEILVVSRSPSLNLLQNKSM
ABHD5-PLIN5 inh: ABHD5-PLIN5 interaction inhibitors, primary screen, cell lysate, split luciferase complementation, luminescence. AID 602281, 2012. Perilipin-5 (Homo sapiens) + 1-acylglycerol-3-phosphate O-acyltransferase ABHD5 (Homo …. 0.78% of 360,000 active. inhibition, % at 4 µM. Split G. princeps luciferase complementation, 4 h;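 active = inhibition above the mean inhibition across every tested compound plus 3 SD, cut at about 22% in these data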;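 also: 0% = DMSO only wells and the 100% control is not disclosed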
LRH-1 inv ag: LRH-1 (NR5A2) inverse agonists, primary screen, cell-based, luminescence, HEK293T, StAR-luciferase reporter. Nuclear receptor subfamily 5 group A member 2 (Homo sapiens), O00482. inhibition, % at 3.6 µM. LRH-1 transfected, 24 h. AID 602396, 2012. 0.13% of 360,000 active;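 active = inhibition above the mean inhibition of all tested compounds plus 3 SD, cut at about 73% in these data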;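 also: 0% = DMSO wells and 100% = reporter-only cells lacking LRH-1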
* hit, by the source's call; nt = no result given.

SMILES	NCOA3 inh	TLR9-MyD88 inh	LMP1 NFkB inh	MC4R antag cAMP	COUP-TFII inh	MC4R barr agon	SRC1 inh	NCOA2 inhibitor	NOD2 RIPK2 PPI	ABHD5-PLIN5 inh	LRH-1 inv ag
CCOC(=O)C1=C(C)NC2=C(C1c1ccc([N+](=O)[O-])cc1)S(=O)(=O)c1ccccc12 (configuration not stated)	18	5	0	7	-2	-1.4	0	3	1	-7	12
Cc1cccc(CSc2nncc(=O)[nH]2)c1	17	-16	0	-3	8	0.1	-9	2	-1	8	15
O=C(CC(=O)Nc1ccc(Cl)cc1)N/N=C\c1cccc(F)c1	1	-1	-9	1	-2	-0.2	15	-17	-2	4	3
COc1ccccc1-c1nc(-c2ccccc2)nc(N2CCN(C)CC2)c1C#N	-2	3	1	1	-18	-1.5	1	-21	16	11	7
CCc1ccccc1NC(=O)CN1CCN(C(=O)CN2C(=O)NC3(CCCCC3C)C2=O)CC1 (configuration not stated)	1	1	1	6	-10	-0.4	0	18	-5	-14	1
C/C(N)=C(/C#N)C(=O)COC(=O)CC12CC3CC(CC(C3)C1)C2	-11	3	1	-4	10	2.3	-15	9	7	-6	6
CCCc1cc(-n2ccnc2C)n2c(nc3ccccc32)c1C#N	-6	0	-1	12	6	-1.2	5	-4	-13	-7	3
CC1C(=O)NN=C1C(=O)N/N=C\c1ccc(O)cc1O (configuration not stated)	-33	1	-13	4	-24	-2.8	-39	-54	11	-2	-63
CCCS(=O)(=O)c1snnc1C	-2	-3	5	6	-21	-0.5	-10	-3	-8	-4	-12
COc1ccc(/C=N/NC(=O)CCNc2n[nH]c(=O)[nH]c2=O)c(OC)c1	13	13	-11	22	-1	-1.8	-10	6	2	0	9
Cc1ccc(-n2ncc(C(=O)NC3CC3)c2C2CCN(C(=O)OC(C)(C)C)CC2)c(C)c1	-9	-11	8	3	21	-1.9	-15	-18	-6	-1	3
O=C(NCc1ccccc1Cl)c1cc([N+](=O)[O-])ccc1Cl	-2	-4	5	17	-3	1.1	11	29	-4	-6	9
COc1cc(NC(=O)c2ccc3c(c2)OCO3)ccc1NC(=O)c1cccs1	-2	-11	-8	12	-11	-0.8	-6	-31	2	2	-29
CCNC(=O)NC(=O)C(C)OC(=O)C(C)(C)Oc1ccc(Cl)cc1 (configuration not stated)	2	2	4	21	2	1.7	3	-11	3	-5	1
O=C(NCCc1nc2ccccc2[nH]1)c1cccc(Br)c1	8	9	-2	6	-12	-2.0	-6	6	-9	-8	-3
Cc1cccc(N2CCN(C(=O)c3cc4n(n3)C(C(F)(F)F)CC(c3ccco3)N4)CC2)c1C (configuration not stated)	-24	4	2	-13	9	1.5	-4	-9	9	-2	-1
CS(=O)(=O)c1ccc(C(=O)OCC(=O)Nc2cccc(S(=O)(=O)N3CCCC3)c2)cc1	-6	6	-4	3	5	-0.1	-18	-16	-10	-13	10
O=C(NC1CCCC1)c1ccc2nc(-c3ccco3)c(-c3ccco3)nc2c1	2	4	-22	-9	nt	-1.3	-25	nt	-10	18	-10
COc1ccc2c(c1OC)CCC2=O	10	7	1	9	-14	-0.9	-4	-21	4	-2	0
O=C(NC(=O)c1ccccc1F)Nc1nc(-c2cccs2)cc(C(F)(F)F)n1	-17	-8	-4	-25	-36	2.2	6	-2	0	-4	0
COc1ccc(N(CC(=O)N2CCC(C(N)=O)CC2)S(=O)(=O)c2ccccc2)cc1	-6	1	3	14	7	2.7	8	4	-2	0	-10
C/C(N)=C(/C#N)C(=O)CSc1nnc(-c2ccccc2Br)o1	-119	-4	-6	1	-57	-1.3	-85	-57	5	-4	-160
CCOc1ccc(NC(=O)c2ccc(NC(=O)CSc3nc4ccccc4c(=O)[nH]3)cc2)cc1	-4	4	-4	8	6	-0.6	-37	16	12	6	8
COc1cc2c(cc1OC)CN(Cc1nc3ccsc3c(=O)[nH]1)CC2	-5	5	0	8	6	0.3	-4	-27	-15	-4	-10
CCN(C[C@H]1N[C@@](C)(C(=O)OC)[C@H]2C(=O)N(Cc3ccccc3)C(=O)[C@@H]12)S(=O)(=O)c1ccc(C)cc1	4	-13	-2	-2	7	-1.5	6	3	-4	-7	13
O=C(C1=C(O)C(=O)N(CCOCCO)C1c1ccccn1)c1cccs1 (configuration not stated)	3	0	-4	-1	-5	0.7	-3	-30	-5	-2	-22
CCOC(=O)C1(S(=O)(=O)c2ccccc2)CCN(Cc2ccc(Cl)cc2)CC1	22	-4	-3	1	1	0.9	5	12	4	-4	12
COc1ccc2[nH]c(=O)c(CN(Cc3ccc(C)cc3)Cc3nnnn3CC3CCCO3)cc2c1 (configuration not stated)	-3	-9	9	5	0	4.6	-4	-4	-9	-1	-6
Cc1ccc(NC(=O)C(C)N2CCCc3ccccc32)cc1S(=O)(=O)N1CCOCC1 (configuration not stated)	4	2	-25	2	13	-0.4	-1	-34	-1	-6	-4
CCOC(=O)N1CCN(Cc2nc(-c3ccc(C)cc3)no2)CC1	-19	-7	-1	2	-1	-1.8	-23	4	6	0	-1
O=C(NCCOc1ccccc1-c1ccccc1)c1ccco1	12	5	-8	9	2	-3.2	3	10	-5	-2	5
CC1=C(C(=O)Nc2cccnc2)C(c2ccccn2)n2nnnc2N1 (configuration not stated)	2	1	0	3	-7	-1.6	1	11	2	1	7
CCN(CC)S(=O)(=O)c1ccc(S(=O)(=O)N2CCN(C(=O)c3ccco3)CC2)cc1	9	-12	-6	-10	-1	1.2	-42	0	-3	-1	-8
CCC(NC(=O)CCC(=O)N1CCN(S(=O)(=O)c2ccc(C)cc2)CC1)c1ccc(C)cc1 (configuration not stated)	4	-10	3	0	5	-1.8	2	20	2	-7	7
N#CCCNC(=O)CCN1CCCCC1	3	-15	16	5	-6	-2.3	1	-29	-7	2	-1
O=C(NNC(=O)c1ccccc1[N+](=O)[O-])c1cnccn1	-3	5	-2	2	-5	-1.8	-21	-5	3	1	5
CCOc1ccc(CCNC(=O)c2cnccn2)cc1OCC	0	2	-5	16	18	1.1	9	1	-9	15	0
CCOCCCNC(=O)CN1C(=O)C(CC)Oc2ccccc21 (configuration not stated)	11	-14	-2	6	9	-1.3	14	-18	2	10	-1
CCN(CC)S(=O)(=O)c1ccc(C(=O)Nc2cc3oc4ccccc4c3cc2OC)cc1	13	4	5	6	8	2.4	-3	-18	-1	2	-11
O=C(COC(=O)c1ccccc1C(=O)c1ccc(Cl)cc1)NC(c1ccccc1)c1ccccc1	12	-2	0	-1	-4	3.9	11	-20	-14	6	7

Arranged by count of non-hydrogen atoms (low to high): some entries from above.
SMILES	NCOA3 inh	TLR9-MyD88 inh	LMP1 NFkB inh	MC4R antag cAMP	COUP-TFII inh	MC4R barr agon	SRC1 inh	NCOA2 inhibitor	NOD2 RIPK2 PPI	ABHD5-PLIN5 inh	LRH-1 inv ag
N#CCCNC(=O)CCN1CCCCC1	3	-15	16	5	-6	-2.3	1	-29	-7	2	-1
CCOC(=O)C1(S(=O)(=O)c2ccccc2)CCN(Cc2ccc(Cl)cc2)CC1	22	-4	-3	1	1	0.9	5	12	4	-4	12
CCC(NC(=O)CCC(=O)N1CCN(S(=O)(=O)c2ccc(C)cc2)CC1)c1ccc(C)cc1 (configuration not stated)	4	-10	3	0	5	-1.8	2	20	2	-7	7

Next section
SMILES	NCOA3 inh	TLR9-MyD88 inh	LMP1 NFkB inh	MC4R antag cAMP	COUP-TFII inh	MC4R barr agon	SRC1 inh	NCOA2 inhibitor	NOD2 RIPK2 PPI	ABHD5-PLIN5 inh	LRH-1 inv ag
Cc1ncc(CSc2ccc(Cl)cc2)c(CO)c1O	10	-4	-1	3	19	-1.8	1	6	-3	1	-11
C[C@]12CC[C@@H]3c4ccc(O)cc4CC[C@H]3[C@@H]1C[C@@H](O)[C@@H]2O	2	-4	1	-19	-2	-0.5	1	7	-7	7	11
O=C(OCn1nnc2ccccc2c1=O)c1ccc(O)cc1	11	4	0	10	-8	-1.6	3	-33	-8	-1	-8
CC(=O)c1ccc(NC(=S)NCCCn2ccnc2)cc1	10	5	1	-3	-11	1.0	-4	-16	-5	-1	-1
COc1ccc(C(=O)Nc2ccc(N3CCN(C(=O)c4ccccc4)CC3)cc2)cc1[N+](=O)[O-]	17	-7	-1	1	15	-1.1	14	-11	-8	4	25

Rewritten field by field: part of the list above.
C[C@]12CC[C@@H]3c4ccc(O)cc4CC[C@H]3[C@@H]1C[C@@H](O)[C@@H]2O
- NCOA3 inh: 2
- TLR9-MyD88 inh: -4
- LMP1 NFkB inh: 1
- MC4R antag cAMP: -19
- COUP-TFII inh: -2
- MC4R barr agon: -0.5
- SRC1 inh: 1
- NCOA2 inhibitor: 7
- NOD2 RIPK2 PPI: -7
- ABHD5-PLIN5 inh: 7
- LRH-1 inv ag: 11
O=C(OCn1nnc2ccccc2c1=O)c1ccc(O)cc1
- NCOA3 inh: 11
- TLR9-MyD88 inh: 4
- LMP1 NFkB inh: 0
- MC4R antag cAMP: 10
- COUP-TFII inh: -8
- MC4R barr agon: -1.6
- SRC1 inh: 3
- NCOA2 inhibitor: -33
- NOD2 RIPK2 PPI: -8
- ABHD5-PLIN5 inh: -1
- LRH-1 inv ag: -8
CC(=O)c1ccc(NC(=S)NCCCn2ccnc2)cc1
- NCOA3 inh: 10
- TLR9-MyD88 inh: 5
- LMP1 NFkB inh: 1
- MC4R antag cAMP: -3
- COUP-TFII inh: -11
- MC4R barr agon: 1.0
- SRC1 inh: -4
- NCOA2 inhibitor: -16
- NOD2 RIPK2 PPI: -5
- ABHD5-PLIN5 inh: -1
- LRH-1 inv ag: -1
COc1ccc(C(=O)Nc2ccc(N3CCN(C(=O)c4ccccc4)CC3)cc2)cc1[N+](=O)[O-]
- NCOA3 inh: 17
- TLR9-MyD88 inh: -7
- LMP1 NFkB inh: -1
- MC4R antag cAMP: 1
- COUP-TFII inh: 15
- MC4R barr agon: -1.1
- SRC1 inh: 14
- NCOA2 inhibitor: -11
- NOD2 RIPK2 PPI: -8
- ABHD5-PLIN5 inh: 4
- LRH-1 inv ag: 25

Some of the compounds tested. The share of hits here may be higher or lower than overall.
